DNA FID counter – counter-screen for HCV NS3 helicase inhibitors: DNA intercalator displacement; inhibition, % at 7.9 µM; 290,000 compounds, 0.17% hits; DNA fluorescent intercalator displacement, fluorescence; in the data active = inhibition above about 37%;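 note: 0% = vehicle and 100% = reference compound; higher means more ethidium bromide displaced from hairpin DNA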
V1aR counter – V1a receptor agonism, counter-screen for OXTR agonists; P37288; CHO-V1R cells, Fluo-8 calcium fluorescence, agonist mode; 0% DMSO, 100% 3 nM vasopressin; activation, % at 3 µM; 320,000 compounds, 0.25% hits;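 active = activation above the mean activation of all tested compounds plus 3 SD, per screening run, cut at about 20% in these data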;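 note: signal is peak over basal fluorescence ratio across a 100 second FLIPR read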
GPR7 antag – antagonists of human GPR7 (neuropeptides B/W receptor 1) | P48145 | GPR7-expressing cells, fluorescence antagonist assay | inhibition, % at 4.4 µM | 290,000 compounds, 1.1% hits; in the data active = inhibition above about 16%, passing the limit was not always enough;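 note: cells stimulated with the agonist NPW; 0% = agonist with vehicle and 100% = vehicle without agonist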
VIM-2 inhibitor – blocks Pseudomonas aeruginosa VIM-2 metallo-beta-lactamase. inhibition, % at 5.6 µM. 290,000 compounds, 0.89% hits. purified VIM-2, nitrocefin hydrolysis, epi-absorbance fluorescence. AID 1527;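 active = inhibition above the mean of all tested compounds plus 3 SD, cutoff set per screening run, cut at about 7.5% in these data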;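 note: red hydrolysis product quenches plate fluorescence so inhibitors raise well fluorescence; 0% = enzyme with DMSO and 100% = DMSO without enzyme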
NS3 helicase inh – blocks Hepatitis C virus NS3 helicase unwinding; NS3 helicase DNA unwinding, Cy5 molecular beacon fluorescence; AID 1800; inhibition, % at 10.9 µM; 290,000 compounds, 0.56% hits;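 active = inhibition above the mean of all tested compounds plus 3 SD, set per campaign, cut at about 35% in these data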;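 note: 0% = DMSO wells and 100% = thioflavine S control wells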
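System: HCV NS3 helicase fragment; control set: DMSO and thioflavine S; technique: Cy5 fluorescence at 0 and 60 min, beacon hairpin quenching; reagent: beacon DNA duplex substrate plus ATP; replicates: singlicate; schedule: 1 h reaction at 25 °C, ATP-initiated; medium: MOPS buffer pH 6.5 with MgCl2, DTT, Tween20, BSA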
IMP-1 inh – inhibitors of Pseudomonas aeruginosa IMP-1 metallo-beta-lactamase | 290,000 compounds, 0.45% hits | inhibition, % at 5.6 µM | purified IMP-1, nitrocefin hydrolysis, epi-absorbance fluorescence;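 active = inhibition above the mean plus 3 SD of all compounds in the same screening run, cut at about 4.5% in these data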;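 note: 0% = IMP-1 with DMSO and 100% = DMSO wells lacking enzyme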
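System – purified recombinant IMP-1 beta-lactamase · Input – IMP-1 dispensed at 0.2 nM · Timing – 15 min preincubation plus 25 min reaction at 25 °C · Signal – Epi-absorbance fluorescence, 480 nm excitation, 530 nm emission · Measure – percent IMP-1 inhibition derived from blank-referenced optical density · Controls – Enzyme-plus-DMSO low control, enzyme-free DMSO high control · Replication – singlicate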
OXTR ag – activates the human oxytocin receptor; P30559; 320,000 compounds, 0.32% hits; CHO-OTR cells, Fluo-8 calcium fluorescence; normalized: DMSO 0%, oxytocin 100%; activation, % at 3 µM; AID 2435;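 active = activation above the mean of all tested compounds plus 3 SD, cutoff set per screening run, cut at about 20% in these data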;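 note: peak over basal fluorescence ratio from a 100 s FLIPR kinetic read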
Target sequence (P30559 whole entry, looked up): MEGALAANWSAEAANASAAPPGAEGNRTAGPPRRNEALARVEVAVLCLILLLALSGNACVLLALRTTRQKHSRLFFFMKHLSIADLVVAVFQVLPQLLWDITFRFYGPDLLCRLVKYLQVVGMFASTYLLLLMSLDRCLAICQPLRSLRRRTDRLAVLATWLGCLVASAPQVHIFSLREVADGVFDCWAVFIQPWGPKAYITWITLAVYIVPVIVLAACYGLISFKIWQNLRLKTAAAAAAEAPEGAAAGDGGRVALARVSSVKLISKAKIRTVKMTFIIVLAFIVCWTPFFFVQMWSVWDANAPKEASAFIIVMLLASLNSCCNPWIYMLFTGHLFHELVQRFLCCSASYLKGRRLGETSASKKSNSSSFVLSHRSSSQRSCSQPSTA
PHOSPHO1 block – PHOSPHO1 (human) inhibition. recombinant PHOSPHO1, absorbance phosphatase assay. Q8TCT1. inhibition, % at 13.3 µM. 290,000 compounds, 1.1% hits; in the data active = inhibition above about 60%
Target sequence (Q8TCT1 whole entry, looked up): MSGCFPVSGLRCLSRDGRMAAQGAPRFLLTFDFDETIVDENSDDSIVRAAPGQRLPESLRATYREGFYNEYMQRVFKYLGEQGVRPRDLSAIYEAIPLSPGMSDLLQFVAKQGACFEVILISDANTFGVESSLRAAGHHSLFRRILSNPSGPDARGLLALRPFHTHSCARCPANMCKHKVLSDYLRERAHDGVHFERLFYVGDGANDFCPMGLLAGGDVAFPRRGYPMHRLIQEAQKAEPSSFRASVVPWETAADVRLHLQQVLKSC
GalR3 antag – antagonists of human GalR3; O60755; HEK293 GalR3-CNG cAMP membrane potential fluorescence; galR3 body fused to GalR1 C-terminus; 360,000 compounds, 0.44% hits; inhibition, % at 3 µM;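 active = inhibition above the screen-wide average plus 3 SD, cut at about 13% in these data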;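 note: forskolin and galanin both at EC90 stimulate the cells; cAMP rise reported by CNG channel membrane potential dye signal; 0% = forskolin plus galanin with DMSO and 100% = forskolin alone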
Target sequence (O60755 1-299 limits assumed): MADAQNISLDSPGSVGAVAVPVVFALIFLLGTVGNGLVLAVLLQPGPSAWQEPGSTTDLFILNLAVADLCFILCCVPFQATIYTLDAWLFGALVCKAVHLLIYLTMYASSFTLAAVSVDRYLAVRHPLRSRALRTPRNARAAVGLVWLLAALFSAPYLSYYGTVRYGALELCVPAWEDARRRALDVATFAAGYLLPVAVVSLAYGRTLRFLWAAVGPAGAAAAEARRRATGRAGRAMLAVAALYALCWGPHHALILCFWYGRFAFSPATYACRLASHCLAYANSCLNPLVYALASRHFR
* = called active by the depositor; / = no result given. Outcome played no part in choosing rows; 4.3% or so of the library scored in one or more.

Below each SMILES: DNA FID counter	V1aR counter	GPR7 antag	VIM-2 inhibitor	NS3 helicase inh	IMP-1 inh	OXTR ag	PHOSPHO1 block	GalR3 antag
1) Cc1ccc(S(=O)(=O)N2CCN(C(=O)COC(=O)c3c(C)noc3C)CC2)c(C)c1
→ -33.1	0.0	-9.7	-2.5	-11.3	-3.4	-0.1	13.9	-3.2
2) O=C(Cn1cnc2c(nnn2Cc2ccccc2)c1=O)N1CCN(c2ccccc2)CC1
→ -18.6	-0.2	11.5	1.4	8.8	0.4	0.2	-2.3	/
3) CSc1nc(N2CCN(c3ccccc3)CC2)cc(N2CCN(c3ccccc3)CC2)n1
→ 13.4	-0.3	10.2	0.5	4.5	-3.6	-1.0	24.5	-7.0
4) COc1ccc(-c2nc3ccccn3c2Cl)cc1
→ -19.0	-0.8	3.3	-1.9	-4.3	-2.1	-1.5	/	1.8
5) Cc1cccc(N=C2NC(=O)/C(=C/c3cn(C)c4ccccc34)S2)c1
→ 2.2	0.5	10.3	-1.9	-2.2	-0.1	0.2	3.0	0.3
6) CC(C)c1ccc(N(CC(=O)NCc2cccnc2)S(=O)(=O)c2ccccc2)cc1
→ -31.4	0.2	-3.1	-3.3	-5.4	-2.4	1.1	30.5	0.8
7) COc1ccc(OCC(=O)Nc2cccc(-c3nc4ccccc4[nH]3)c2)cc1
→ -9.8	4.9	-7.3	-2.6	-6.4	-1.5	8.2	53.3	-6.7
8) O=C(c1ccc(CS(=O)c2ccccc2Cl)o1)N1CCCCCC1 (stereo unspecified)
→ -42.2	2.0	-9.9	-1.9	7.1	-4.0	-0.3	31.5	1.1
9) COc1ccc(C(=O)NNC(=S)NC(=O)c2ccco2)cc1
→ -2.4	19.1	-8.6	-1.5	2.3	-2.7	17.7	11.5	0.3
10) CN(C(=O)CSc1nnc(-c2cccs2)o1)C1CCS(=O)(=O)C1 (stereo unspecified)
→ 3.8	0.7	-2.1	-1.0	-3.7	0.9	0.3	16.2	0.4
11) CCOC(=O)C1C(c2cccc([N+](=O)[O-])c2)C2C(=O)NN=C2CC1(C)O (stereo unspecified)
→ -5.4	1.1	-19.3	-3.2	-0.3	-3.2	0.7	-37.6	-1.1
12) O=C(Nc1ccc(CN2CCOCC2)cc1)c1ccc(Cl)cc1
→ 2.1	3.2	-9.1	-1.7	-3.7	-3.3	2.4	4.2	-5.1
13) O=C(COc1ccccc1)NNC(=O)c1cccs1
→ -2.3	-0.4	-16.7	-2.0	-43.5	-2.4	0.5	-6.9	-3.5
14) CS(=O)(=O)N(CC(=O)NC1CC1)c1cccc(F)c1
→ -9.1	0.8	-10.8	-0.7	22.0	-3.3	0.1	3.5	-1.9
15) Cc1ccc(C(=O)Nc2ccsc2C(=O)O)cc1
→ -5.5	0.8	4.8	-4.8	17.3	-4.5	-1.3	28.3	-8.2
16) CC(C)(C)NC(=S)N1CCC(C(=O)c2ccc(Cl)cc2)CC1
→ -2.1	-0.7	-13.7	-0.5	1.2	-2.9	0.7	35.6	-8.0
17) Cc1ccc(C2(c3ccc(C)cc3)CC2C(=O)NC(C)C)cc1 (stereo unspecified)
→ -38.2	/	0.3	-0.7	-11.4	-0.7	/	9.3	-10.8
18) COc1cc(CCC(C)=O)ccc1OC(=O)c1c(F)cccc1Cl
→ -33.0	3.6	-7.1	-2.3	-3.4	-1.6	-1.0	29.8	-1.0
19) Cc1ccc(-c2c(C)n([O-])c3c([n+]2=O)CCCC3)o1
→ -2.1	0.0	1.1	-3.5	-8.7	-3.4	-0.5	13.7	-2.0
20) CCc1c2ccccc2nn1-c1ccccc1C(=O)C(C)=O
→ -7.7	-1.0	2.2	-1.4	2.1	-3.1	1.1	4.2	-7.3
21) Cc1cc(NC(=O)c2cc(C(C)C)on2)nn1Cc1ccc(Cl)cc1
→ -26.5	0.0	-10.1	-1.1	-7.9	-4.9	-0.8	8.6	-4.0
22) CCOC(=O)c1ccc(NC(=O)CN2CCN(C(=O)C3CCCO3)CC2)cc1 (stereo unspecified)
→ -12.4	2.6	-15.2	-2.0	3.2	-1.3	0.3	/	-2.4
23) CCOC(=O)c1ccc(NC(=O)Cn2nnc(-c3ccccc3)n2)cc1
→ -7.0	2.1	-10.5	0.7	-7.3	-1.9	2.4	-5.7	-3.0
24) Cc1ccc(NC(=O)CN(C)C(=O)Cc2ccccc2F)cc1
→ -10.6	0.2	0.0	-2.6	6.8	-1.3	0.8	32.5	-1.3
25) O=C(CN1C(=O)/C(=C/c2ccccc2)SC1=S)NC1C=CS(=O)(=O)C1 (stereo unspecified)
→ -2.1	0.3	-3.5	-0.7	-0.4	0.7	-0.1	18.3	-6.7
26) CCCc1n[nH]c(=O)[nH]1
→ -2.5	0.7	10.3	-2.9	-3.0	-3.4	0.7	-2.9	-2.2
27) Cc1c(Cl)cccc1NC(=O)CSc1nncn1-c1ccccn1
→ -7.6	-0.2	0.1	-3.4	0.0	-2.6	-0.1	18.8	-2.7
28) CCOC(=O)c1cn[nH]c1NC(=S)Nc1ccc(Cl)cc1
→ -1.1	2.6	0.2	-3.7	10.8	-3.9	1.1	24.6	-7.0
29) O=S(=O)(c1ccc(OCC(O)CN2CCN(c3ccccc3)CC2)cc1)N1CCOCC1 (stereo unspecified)
→ -1.3	5.2	25.2*	-1.9	-1.4	-3.0	5.4	3.5	-9.6
30) O=C(Nc1ccccc1N1CCN(c2ccccc2)CC1)C12CC3CC(CC(C3)C1)C2
→ 0.8	0.9	-8.5	1.9	-5.0	-4.5	-0.9	-8.3	-2.3
31) CSCCC1NC2(C(=O)Nc3c(Cl)cccc32)[C@@H]2C(=O)N(C3CCCC3)C(=O)[C@H]12 (stereo partly specified)
→ -9.4	-0.9	-2.7	-0.5	3.1	-4.2	-1.9	8.7	-3.2
32) O=C(Cn1cccc1C(=O)c1ccccc1)NCCCN1CCc2ccccc2C1
→ 7.0	-1.3	-6.2	-1.2	-15.4	-0.9	-0.7	-21.2	-3.5
33) CCOC(=O)N1CCN(Cc2nc(-c3ccc(Cl)cc3)no2)CC1
→ -24.0	8.8	-8.4	0.2	-6.2	-1.4	5.7	50.1	-0.2
34) O=C(Nc1cc(S(=O)(=O)Nc2ccc(Cl)cc2)ccc1N1CCCCC1)c1ccc(F)cc1Cl
→ -11.7	0.9	-18.9	-1.4	5.3	-1.8	-0.4	-2.0	-8.9
35) COc1ccc(C(C(=O)NC2CCCCC2)N(C(=O)c2cccs2)c2ccc3c(c2)OCO3)cc1 (stereo unspecified)
→ 0.3	-0.9	-6.7	0.6	-3.0	-2.4	-1.7	8.9	-9.1
36) NNC(=O)CCN1CCCCC1
→ 3.8	0.5	2.1	-1.4	-9.5	-1.8	0.4	21.9	-5.0
37) COc1ccccc1/C=C1\SC(=S)N(CCC(=O)Nc2cc(C)on2)C1=O
→ -16.8	1.5	-6.0	-3.1	2.2	1.3	1.2	19.4	-2.0
38) COc1ccc(S(=O)(=O)NC2CC3CCC2C3)cc1Cl (stereo unspecified)
→ -12.1	-0.8	-0.1	0.9	-7.8	-1.5	-0.9	-14.1	-7.0
39) O=C(O)Cn1nnc(-c2cccs2)n1
→ -0.4	0.8	8.3	-3.5	-2.9	-2.8	0.7	21.6	-2.5
40) CCN(CC)c1ccc(NC(=S)Nc2ccc(F)cc2)cc1
→ 3.4	/	-7.9	0.5	13.0	-3.4	/	18.2	-4.5
41) Cc1ccc(-n2nc3c(=O)n(CCCC(=O)NC4CCC(C)CC4)nc(C)c3c2C)cc1 (stereo unspecified)
→ -53.7	-0.2	11.7	-1.9	8.4	-1.2	-1.9	47.7	-3.5
42) COc1ccccc1CNC(=O)Cc1ccc(C)cc1
→ -3.5	0.1	-4.4	0.3	-3.5	-1.0	-1.6	20.0	-6.0
43) Cc1ccc(N=Nc2c(N)[nH]n3c(=O)cc(C)nc23)cc1
→ -9.4	-1.0	-9.0	-1.8	-3.7	-5.3	-1.9	-7.4	-5.0
44) Cc1cc(NC(=O)CSc2nc(-c3ccccc3Cl)nc3c2c(=O)n(C)c(=O)n3C)no1
→ 0.4	-0.5	-12.3	-0.9	-10.4	-1.9	0.6	24.3	2.6
45) CCCc1cc(=O)[nH]c(SCC(=O)Nc2cccc3ccccc23)n1
→ -27.5	0.9	-7.9	-2.6	-0.1	-2.4	-0.4	-22.3	4.0
46) O=c1c2ccccc2[nH]c(=S)n1CCCN1CCN(C2CCCCC2)CC1
→ 13.2	-0.1	11.0	3.1	-0.8	-1.0	-1.6	-0.6	-2.3
47) COc1cccc(NC(=O)Cn2c3ccc(F)cc3c3nc4n(c(=O)c32)CCCS4)c1
→ -10.9	0.1	-2.2	1.2	-16.4	6.5*	0.2	52.6	-9.1
48) COc1cc(C(CC(=O)N2CCCC2)c2c(OC)cc(OC)c3c(-c4ccccc4)cc(=O)oc23)cc(OC)c1OC (stereo unspecified)
→ /	0.2	/	/	/	/	-1.2	4.0	-1.3
49) NC(=O)C1CCN(C(=O)CCC(=O)N2CCOc3ccc(Cl)cc32)CC1
→ -9.6	1.1	-0.2	-3.5	1.8	-2.7	0.4	28.1	/
50) CC(C)c1ccc(CNc2ccc3c(c2)ncn3C)cc1
→ -6.6	5.4	0.6	-4.2	-7.0	-5.7	7.6	23.3	-12.0
51) CCn1c(=O)c2ccccc2n(CC(=O)NC2CCCCC2)c1=O
→ -5.7	-1.0	9.4	-0.4	0.3	-0.3	-1.5	23.9	-10.5
52) CCOC(=O)c1c(C)[nH]c(C)c1S(=O)(=O)N(C)CC(=O)NCc1ccc(C)cc1
→ -35.0	-0.2	-10.2	-2.0	3.6	-2.5	-0.7	30.2	-3.8
